From PubChem
mHTT CaM bind: disrupts binding of mutant huntingtin to calmodulin; 190,000 compounds, 3.6% hits; P42858; inhibition, % at 15 µM; AID 1671202; AlphaScreen His-mHTT/GST-CaM binding, luminescence;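 further: 0% = both proteins with DMSO and 100% = one protein alone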
Pf apPOL inh: Pf-apPOL DNA polymerase inhibition. Recombinant Pf-apPOL, molecular beacon fluorescence, 1.5 h. 210,000 compounds, 0.25% hits. inhibition, % at 10 µM. AID 1794808
Numbers without * were called inactive; x = no result given; & = joins results of further samples. No stated cut-off is given here; in the data, active means inhibition above about 50%; inactive means the rest.

SMILES	mHTT CaM bind	Pf apPOL inh
Cc1ccccc1NC(=O)N1CCC(n2cnc3ccc(F)cc3c2=O)CC1	1	2
C=CCN1C(=O)/C(=C2\SC(N3CCCCC3)=NC2=O)c2cc(Br)ccc21	37	x
COc1cccc(-c2cc(C(N)=O)n(C)n2)c1	-15	-11
COc1ccc(-c2nc(SC(C)C(=O)O)c3c(=O)n(C)c(=O)n(C)c3n2)cc1 (configuration not stated)	-2	-5
CC1CCN(Cc2ccc(C(=O)NCc3ccc4c(c3)OCO4)cc2)CC1	-1	-6
Cc1ccc(-n2nc3c(c2NC(=O)c2cccc([N+](=O)[O-])c2C)CS(=O)(=O)C3)c(C)c1	6	-10
CCOc1ccc(NC(=O)N2CCCC(C)(C(=O)NCc3ccccc3C)C2)cc1 (configuration not stated)	6	-4
COc1ccc(N=c2sc(C3=c4ccccc4=NC3=O)c(O)n2-c2ccc(OC)cc2)cc1	37	-5
CCn1ccc2oc(C)c(C(=O)NCC3CCCCC3)c2c1=O	-19	-1
CCN(CC)S(=O)(=O)c1ccc(NC(=O)C(F)(F)F)cc1	-4	0
O=C(NCCc1ccncc1)C1CN(C(=O)COc2ccccc2F)C1	-11	-4
O=C(Cn1nc2c(N3CCOCC3)nccn2c1=O)N1CCN(c2ccccc2F)CC1	-4	-5
Cc1ccc2nc(C(=O)NCc3ccccc3F)cn2c1	-7	-4
CC1CS(=O)(=O)N(c2ccc(S(=O)(=O)NC3CCCC3)cc2)C1=O (configuration not stated)	-16	-2
CNc1oc(-c2ccc(F)cc2)nc1S(=O)(=O)c1ccccc1	5	1
O=C(NCCCN1CCOCC1)C1CCN(c2nccnc2Oc2ccccc2)CC1	-2	2
Cc1ccc(Cl)cc1NC(=O)c1oc2ccc(S(=O)(=O)N3CCCC3)cc2c1C	-12	-17
CCOc1cccc2cc(C(N)=O)c(=Nc3ccc(C)cc3)oc12	1	7
CCC1CN2C=NC(N3CCN(C(=O)c4ccc(C)c(F)c4)CC3)=CC2=N1 (configuration not stated)	-1	2
CC(C)(C)NC(=O)C1CC(=O)N(C2CCN(Cc3ccccc3)CC2)C1 (configuration not stated)	2	0
COC(=O)Nc1ccc(S(=O)(=O)N2CCCCC2)cc1	-5	-4
CC1CC(=O)c2cnn(-c3nc4ccccc4s3)c2C1 (configuration not stated)	0	-6
CN(Cc1ccsc1)C(=O)c1ccccc1	-1	-3
Cc1c(C(=O)Nc2ccc(F)cc2)sc2ncnc(N3CCN(c4ccccn4)CC3)c12	10	-7
CC(C)c1ccccc1NC(=O)C1CC1	-2	-1
CC(=O)N(C)CC1C(C)C=C(C)CC1C (configuration not stated)	8	-2
COc1ccc(-n2nc(C(=O)NCC(=O)O)c3ccccc3c2=O)cc1	-1	-3
Cn1c(COc2ccc3ccccc3c2)nc2ccccc21	-8	x
O=S(=O)(Nc1ccc(C(F)(F)F)cc1Cl)c1cc(Br)c(Cl)s1	x	11
CC1(C)COCC(C)(C)N1	-6	x
COc1ccc(NC(=O)c2noc3c2CCCC3)cc1	-8	-2
CCC(=O)N1CCN(c2nc3c(s2)CC(C(=O)NC(CC)CC)CC3)CC1 (configuration not stated)	28	-3
Cc1nc(-c2ccccc2)sc1-c1nnc(-c2cccc3ccccc23)o1	x	-11&2
COc1ccc(NC(=O)c2c(Cl)nc(C)c(Cl)c2C)cc1	-5	-12
Cc1nnc2ccc(OCCNS(=O)(=O)c3ccccc3C(F)(F)F)nn12	8	-1
Cn1c(SCC(=O)Nc2cccc(C(F)(F)F)c2)nc2c([nH]c3ccccc32)c1=O	12	-4
O=C(c1ccccc1Br)N1C(=O)c2ccccc2S1(=O)=O	-4	0
NCCCc1nc2ccc(-c3ccc4nc(CCCN)[nH]c4c3)cc2[nH]1	-3	0
COc1ccccc1-c1nc2ccc(C)cn2c1NC(=O)C(Cl)Cl	14	4
Cc1ccc(S(=O)(=O)N2CCCC2C(=O)Nc2nnc(-c3ccc(C)c(C)c3)o2)cc1 (configuration not stated)	46	-42
Cn1ccnc1SCC(=O)N1c2ccccc2Sc2ccc(C(F)(F)F)cc21	53*	-1
CCOC(=O)C(C)c1nc2ccccc2[nH]c1=O (configuration not stated)	x	-8
Cc1cccc(C(=O)Nc2cc(C)ccc2C)c1	-10	4
O=C(Cc1ccc(F)cc1)NCCSc1c[nH]c2ccccc12	8	6
O=C1C(=CC=Cc2ccccc2)Oc2c1ccc(O)c2CN1CCOCC1	62*	-13
CS(=O)(=O)N(CC(=O)N1CCCC1)c1ccc(I)cc1	-5	-1
Cc1nc(-c2ccc(OCc3ccccc3)cc2)no1	-17	-2
O=C(Nc1nnc(C(F)(F)F)s1)c1c(O)c2ccccc2[nH]c1=O	-2	1
COc1ccccc1NC(=O)CC(NCc1cccnc1)C(=O)O (configuration not stated)	5	-7
O=C(CCc1nnc(-c2cccc(Cl)c2)[nH]c1=O)N1CCCCC1	4	-2
O=C1CCC(=O)N1c1nc2n(n1)C(c1ccccc1)C=C(c1ccccc1)N2 (configuration not stated)	41	0
O=C(C1CCN(c2cc(N3CCCCC3)ncn2)CC1)N1CCN(c2ccccc2)CC1	-5	-5
COc1cc(CN(CCO)Cc2ccccc2)c([N+](=O)[O-])cc1OC	5	-5
S=C(NCc1ccc(Cl)cc1)O[C@H]1CCC12CCC(c1ccccc1)CC2 (some centres not stated)	-66&-52	-7&-4
CCOCCCNC(=O)c1ccc2c(c1)nc1n2CCCCC1	-7	0
CCN(CC)C(=O)C1CCN(c2nc3ccc(-c4cccc(F)c4)nc3s2)CC1	17	0
Cc1nc2ccccc2nc1N1CCCCC1	-19	5
COc1cccc(CNC(=O)C2(C)CCCN(C(=O)Nc3cc(C)cc(C)c3)C2)c1 (configuration not stated)	7	5
O=C(Nc1c2c(nn1-c1ccc([N+](=O)[O-])cc1)CS(=O)(=O)C2)c1ccc(Cl)cc1	8	-3
Cc1cccc(C(=O)N2CCCCCC2)c1	-3	-7

Following part.
SMILES	mHTT CaM bind	Pf apPOL inh
c1ccc(N2CCN(Cc3ccc4c(c3)OCO4)CC2)nc1	1	0
O=C(Nc1ccccc1F)c1c(O)c2cccc3c2n(c1=O)CC3	-6	2
Cc1ccc(S(=O)(=O)N2CCC3(CC2)NCCN=C3NC2CCCC2)cc1C	3	-4
COc1ccc(/C=C2N=C(/C=C/c3ccc(Cl)cc3Cl)OC/2=O)c(OC)c1	8	-15
O=c1c(-c2ccccc2)c(O)c(Cl)c(-c2ccccc2)n1-c1ccccc1	x	-7
CSc1ccccc1Nc1ncnc(N)n1	x	-14
O=C(c1cccc([N+](=O)[O-])c1)N1CCN(S(=O)(=O)c2ccc(Cl)cc2)CC1	0	14
Cc1ccc(S(=O)(=O)N2CCC(N3CCOCC3)CC2)cc1	0	0
COc1ccc(C=NS(=O)(=O)c2ccccc2)c(OC)c1	0	-4
Cc1nc2cc(N3CC(C(=O)N4CCN(c5ccccc5C)CC4)CC3=O)ccc2o1 (configuration not stated)	-1	-5
CN1C2OC(C3OC4C(O3)N(C)S(=O)(=O)N4C)OC2N(C)S1(=O)=O (configuration not stated)	1	-2
COc1ccc2[nH]cc(CCN3CC(C(=O)Nc4ccc(C)c(Cl)c4)CC3=O)c2c1 (configuration not stated)	75*	5
CCn1cc(-c2ccc(F)cc2)cc1C(=O)NCc1cccnc1	14	-9
CCS(=O)(=O)CCSc1nc2ccccc2s1	2	2
O=S(=O)(NCC1(c2ccccc2)CCOCC1)c1cccc(C(F)(F)F)c1	-14	-2
COc1ccc(-c2csc3c(=O)n(Cc4ccncc4)cnc23)cc1	-7	-4
CCCCOCC(O)C[N+]1(Cc2ccccc2)CCCC1 (configuration not stated)	-3&-5	-2&-4
COc1cc(-c2c(C#N)c(N)n3c(nc4ccccc43)c2C#N)ccc1OCC#N	69*	0
O=C(O)c1cnc(=O)[nH]c1-c1ccncc1	x	-2
Cc1nn(-c2ccc(F)cc2)c2nc(N3CCCC(C(=O)NCc4ccccc4)C3)sc12 (configuration not stated)	-6	0
O=c1c2c(nc3cc(-c4cccs4)[nH]n13)CCC2	3	-7
NC1=NC2(CCCCC2)N(c2ccc(O)cc2)C(N)=N1	-5	-7
O=C1OC(c2cccs2)=N/C1=C/c1ccccc1	5	4
COc1cc([N+](=O)[O-])ccc1NC(=O)c1ccccc1Cl	0	27
N#Cc1cccc(S(=O)(=O)N2CCc3c(nc4cc(-c5ccccc5)[nH]n4c3=O)C2)c1	-3	-2
O=C(NCc1ccccc1Cl)c1c[nH]c2ncccc12	-6	9
Cc1cc(NC(=O)N2CCc3nc[nH]c3C2)ccc1Br	22	-1
CCc1nnc(NS(=O)(=O)c2ccc(N=Cc3ccc(N(CC)CC)cc3O)cc2)s1	0	-2
COc1ccc(NC(=O)/C(=C/c2ccc(Br)cc2)NC(=O)c2ccco2)cc1	6	-4
Cc1ccccc1OCC(=O)Nc1ccc(-c2nc3ncccc3o2)cc1	2&-5	-7&1

17 compounds already listed, arranged by molecular weight, largest number first:
SMILES	mHTT CaM bind	Pf apPOL inh
CCc1nnc(NS(=O)(=O)c2ccc(N=Cc3ccc(N(CC)CC)cc3O)cc2)s1	0	-2
Cc1nn(-c2ccc(F)cc2)c2nc(N3CCCC(C(=O)NCc4ccccc4)C3)sc12 (configuration not stated)	-6	0
COc1ccc(NC(=O)/C(=C/c2ccc(Br)cc2)NC(=O)c2ccco2)cc1	6	-4
N#Cc1cccc(S(=O)(=O)N2CCc3c(nc4cc(-c5ccccc5)[nH]n4c3=O)C2)c1	-3	-2
COc1ccc2[nH]cc(CCN3CC(C(=O)Nc4ccc(C)c(Cl)c4)CC3=O)c2c1 (configuration not stated)	75*	5
O=S(=O)(NCC1(c2ccccc2)CCOCC1)c1cccc(C(F)(F)F)c1	-14	-2
CN1C2OC(C3OC4C(O3)N(C)S(=O)(=O)N4C)OC2N(C)S1(=O)=O (configuration not stated)	1	-2
Cc1ccccc1OCC(=O)Nc1ccc(-c2nc3ncccc3o2)cc1	2&-5	-7&1
COc1ccc(-c2csc3c(=O)n(Cc4ccncc4)cnc23)cc1	-7	-4
Cc1cc(NC(=O)N2CCc3nc[nH]c3C2)ccc1Br	22	-1
COc1cc([N+](=O)[O-])ccc1NC(=O)c1ccccc1Cl	0	27
CCS(=O)(=O)CCSc1nc2ccccc2s1	2	2
O=C(NCc1ccccc1Cl)c1c[nH]c2ncccc12	-6	9
NC1=NC2(CCCCC2)N(c2ccc(O)cc2)C(N)=N1	-5	-7
O=c1c2c(nc3cc(-c4cccs4)[nH]n13)CCC2	3	-7
O=C1OC(c2cccs2)=N/C1=C/c1ccccc1	5	4
O=C(O)c1cnc(=O)[nH]c1-c1ccncc1	x	-2

Whole records, quoted from the list. Order of values: mHTT CaM bind | Pf apPOL inh
Cc1nn(-c2ccc(F)cc2)c2nc(N3CCCC(C(=O)NCc4ccccc4)C3)sc12 (configuration not stated) is listed as -6 | 0
COc1ccc(NC(=O)/C(=C/c2ccc(Br)cc2)NC(=O)c2ccco2)cc1 is listed as 6 | -4

Next part:
SMILES	mHTT CaM bind	Pf apPOL inh
COC(=O)Nc1ccc(S(=O)(=O)N2CCCC(C(=O)N(C)Cc3ccccc3)C2)cc1 (configuration not stated)	23&19	-8&-4
O=C(CC(C(=O)N1CCc2ccccc21)n1ccnc1)NCCC1=CCCCC1 (configuration not stated)	18	-13
CC(C)NC(=O)c1ccc(OCC2CCCN(C(=O)c3ccsc3)C2)cc1 (configuration not stated)	-2	-2
O=C(NCc1cc(F)cc(F)c1)c1nnn2c1COC(c1ccc(Br)cc1)C2 (configuration not stated)	4	-3
CCCC(=O)NC(C)c1nc2ccccc2n1Cc1ccccc1F (configuration not stated)	4	-1
C=CCC(O)(CC=C)C(N)CCSC (configuration not stated)	-1	x
Cc1ccc(NC(=O)CCC2CCCC2)cc1[N+](=O)[O-]	-4	2
C[C@@H]1[C@H](c2ccccc2)OCCS(=O)(=O)N1Cc1cccc(Cl)c1	11	-7
Cc1ccccc1-n1nc2c(c1NC(=O)c1ccc(C(C)(C)C)cc1)CS(=O)C2 (configuration not stated)	35	-1
CCn1c(=O)c(N2CCN(C(=O)Nc3ccc(C(F)(F)F)cc3)CC2)nc2ccncc21	-1	-12
O=C(Nc1cccc(Br)c1)Oc1ccccc1	-17	-14
COC(=O)c1ccc(C(=O)NCC2CCN(S(=O)(=O)C3CC3)CC2)cc1	-17	-9
O=C(O)c1nccnc1C(=O)Nc1cc(Cl)ccc1Cl	0	3
O=C(CSc1nnc2c(n1)[nH]c1ccccc12)N=C1NC(=O)CS1	12	-2
COc1cc(OC)c(OC)cc1C=C1Oc2cc(OCC(=O)OCc3ccccc3)ccc2C1=O	-13	-4
COC(=O)c1cc(Nc2ccc(F)cc2)c2cc(F)ccc2n1	-10	-4
CCc1ccc(S(=O)(=O)N2CCSC2c2ccc([N+](=O)[O-])cc2)cc1 (configuration not stated)	6	0
CCOC(=O)C(=C(C)O)C1(C(C#N)C(N)=O)CCCCC1 (configuration not stated)	-2	48
CCOC(=O)/C=C1\CN(Cc2cc(OC)c(OC)c(OC)c2)S(=O)(=O)c2ccccc21	6	-3
Cn1c2c(c(=O)n(C)c1=O)C(O)(c1ccc(Br)cc1)N=C1SC=CN1C2 (configuration not stated)	37	x
O=C(NC1CCN(Cc2ccccc2)CC1)C1CCCN(c2nnc3ccccn23)C1 (configuration not stated)	3	-3
Cc1ccc(CNS(=O)(=O)c2ccc(F)c(C(=O)Nc3cccc(Cl)c3)c2)cc1	2	0
CCC(=O)N1CCc2cc(Br)cc(S(=O)(=O)CCC(=O)N3CCCC(C)C3)c21 (configuration not stated)	-4	-9
Cc1c(NS(=O)(=O)c2cccc3c2C(=O)c2ccccc2C3=O)c(=O)n(-c2ccccc2)n1C	16	-4
CN(C)c1ncnc2nc[nH]c12	-2	-2
COc1ccccc1NC(=O)N1CCOc2ccc(Cl)cc21	-16	-9
O=C(c1ccccn1)N1CCC(c2nc(-c3ccccc3)n[nH]2)CC1	1	3
c1ccc(C2Sc3ccccc3N=C3c4ccccc4OCC32)cc1 (configuration not stated)	x	0
CSc1ccccc1NC(=O)c1cn2c(n1)CSCC2	19	-7
COc1cc(C)c2occ(C(C)=NO)c2c1	-1	-2
O=C1C(NS(=O)(=O)c2cc(F)ccc2F)CCN1c1ccccc1 (configuration not stated)	-10	0
CC(=NOCC(=O)O)c1ccc(Cl)cc1	x	0
CC(C)(C)c1ccc(-c2nnc(Sc3cnc([N+](=O)[O-])s3)o2)cc1	x	2
O=[N+]([O-])c1cc2c(cc1CN1CCN(c3cccc(Cl)c3)CC1)OCO2	77*	-2
